High-throughput results (PubChem)
FN deposition inh = fibronectin deposition inhibition; AH1F fibroblasts, Alexa488-fibronectin deposition fluorescence, overnight; inhibition, % at 12.6 µM; 350,000 compounds, 0.086% hits;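 active = mean inhibition across replicates of 30% or more, regardless of how many single replicates reach that level; inconclusive = mean under 30% yet at least half of replicates reach 30%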;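 also: positive control wells lacked labelled fibronectin entirely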
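Test system: AH1F fibroblast monolayer depositing Alexa488-labelled fibronectin into matrix. Input: 10000 cells per well. Technique: fluorescence, ex 485 nm, em 525 nm. Buffer or medium: DMEM plus 2% serum, read in PBS. Timing: 1 h cell adhesion before compound, then overnight fibronectin incubation. Compound: single dose, pinned. Read-out basis: inhibition from reduced deposited-fibronectin fluorescence.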
DENV2 CPE rescue = DENV2-induced cell death inhibition. DENV2-infected cells, cytopathic effect rescue, plate reader. 350,000 compounds, 1.7% hits. CPE inhibition, % at 9.99 µM; in the data active = CPE inhibition above about 20%, passing the limit was not always enough; inconclusive = no clear call, values can overlap the other calls; tested in BHK-21 cells;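 also: 0% = median of neutral control wells and 100% = median of positive control wells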
EWS-Fli block = inhibitors of EWS/Fli oncoprotein transcriptional activity. A673 NR0B1-luciferase reporter, viability-normalised. inhibition, % at 12.6 µM. 350,000 compounds, 0.67% hits;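 active = mean inhibition of at least 50% after viability correction, with every replicate also passing that limit; inconclusive = mean reaches 50% but only one of two replicates passes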;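 also: firefly luciferase signal divided by Alamar Blue viability fluorescence both relative to DMSO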
miR-122 sensor = miR-122 inhibition in Huh7 cells; 340,000 compounds, 0.3% hits; AID 602342; Huh7 miR-122 Renilla luciferase sensor, 48 h; neutral wells = 0, positive control = 100; activation (reporter increase), % at 12.5 µM;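 active = mean replicate activation score at least 90 and every replicate individually at or above 90; inconclusive = only one of the two criteria met; inactive = neither criterion met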;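 also: higher luciferase means less miR-122 activity so hits act as miR-122 inhibitors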
F508del corr = CFTR F508del correction in bronchial cells; CFBE cells, YFP halide quenching; stimulated with forskolin plus potentiator P3; % fluorescence drop versus neutral controls; activity (quench increase), % at 7.58 µM; 350,000 compounds, 0.36% hits;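 active = mean added fluorescence quench of at least 8% versus neutral control, with both replicates also reaching 8%; inconclusive = only one of the mean or replicate conditions met; inactive = mean below 8% and not both replicates reaching 8%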;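 also: cells transiently co-express mutant CFTR-F508del with the halide-sensitive YFP; corrector assay measuring rescue of mutant channel to the surface after 24 h compound exposure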
GSIS activator = primary screen for activators of insulin secretion dependent on glucose, INS-1E cells, GLuc reporter luminescence; INS-1E GLuc reporter insulin secretion, 2-3 h; activation, % at 16.6 µM; 370,000 compounds, 0.61% hits; AID 743287;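 active = lowest replicate activation of at least 40%, so every replicate reaches that level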;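 also: 0% = median of neutral control wells and 100% = median of IBMX positive control wells; some compounds called inactive have numbers as strong as hits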
PAX8 inh HTS = lowers PAX8-driven luciferase in RMG-I cells; RMG-I TPO-luciferase reporter, SteadyGlo, 24 h; AID 652154; 360,000 compounds, 1.2% hits; inhibition, % at 12.6 µM;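 active = mean replicate inhibition at least 60% with every replicate also reaching 60%; inconclusive = only one of the two criteria is met; inactive = mean below 60% and not all replicates reaching 60%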;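 also: luciferase light reporting Pax8 driven TPO promoter activity; plate controls were median of neutral control wells for no effect and mitoxantrone controls for full effect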
Numbers without * were called inactive; ? = inconclusive; nt = not tested or not shown; [ ] = another dose, or the depositor's remark. This is a random part of the collection. About 3.9% of those tested had a hit in this group.

A first look:
1	Cc1nn2c(NCCCn3ccnc3)cc(C(C)C)nc2c1-c1ccccc1
2	CC(=O)Nc1ccc2c(c1)nc(CCNC(=O)c1ccco1)n2C
assay / entry	1	2
miR-122 sensor	nt	-4
EWS-Fli block	12	-19
GSIS activator	-28	16
PAX8 inh HTS	-10	6
FN deposition inh	24	-7
DENV2 CPE rescue	-13	8
F508del corr	-2.8	2.9

The list itself (from the top)
1	Cc1nn2c(NCCCn3ccnc3)cc(C(C)C)nc2c1-c1ccccc1
2	CC(=O)Nc1ccc2c(c1)nc(CCNC(=O)c1ccco1)n2C
3	Cc1cc(OCCN2CCC(Cc3ccccc3)CC2)ccc1[N+](=O)[O-]
4	COCC(=O)N1C[C@@H](C)[C@@H](OC)CN(C)C(=O)c2ccc(NC(=O)NC(C)C)cc2OC[C@H]1C
5	CC(CCc1ccccc1)NC(=O)COC(=O)c1ccc(S(C)(=O)=O)c([N+](=O)[O-])c1 (stereo not given)
6	CCNC(=O)C1(C)CCN(C(=O)c2ccc(F)c(Cl)c2)C1 (stereo not given)
7	Cc1csc(=O)n1CCC(=O)OCC(=O)NNC(=O)c1ccccc1
8	CC(C)(C)CN1CCNC(=O)C1CC(=O)NCc1cccc(-n2cccn2)c1 (stereo not given)
9	CN(C)C(=O)c1ccc(-c2ccc([C@@H]3[C@@H](CO)N4C(=O)CN(C(=O)C5CC5)C[C@@H]34)cc2)cc1
10	CCN(/C=N/S(=O)(=O)c1ccc(Cl)cc1)CC
assay / entry	1	2	3	4	5	6	7	8	9	10
miR-122 sensor	nt	-4	nt	6[16.7 µM]	nt	-2	8	1	nt	nt
EWS-Fli block	12	-19	11	5	5	7	-4	-127	5	-4
GSIS activator	-28	16	nt	1	9	24	6	-32	67*	-7
PAX8 inh HTS	-10	6	-23	nt	-12	-10	-5	8	-9	3
FN deposition inh	24	-7	1	4	5	-3	5	-9	nt	14
DENV2 CPE rescue	-13	8	4	11	0	-2	-3	1	-7	1
F508del corr	-2.8	2.9	nt	-0.3	-3.6	3.5	0.9	0.1	-0.3	-0.9

11	Cc1cc(Nc2ccccc2)nc2cc(O)ccc12
12	CCCCC(CC)C(=O)Nc1cc(=O)[nH]c2nc3ccccc3n12 (stereo not given)
13	C[C@H]1CN([C@@H](C)CO)C(=O)c2cccc(NS(=O)(=O)c3cn(C)cn3)c2O[C@H]1CN(C)Cc1ccc(Oc2ccccc2)cc1
14	O=C(C[C@H]1C[C@H]2c3cc(NS(=O)(=O)c4ccc(F)cc4)ccc3O[C@H]2[C@H](CO)O1)N1CCc2ccccc2C1
15	CN(C)S(=O)(=O)c1ccc(C(=O)Nc2ccccc2[N+](=O)[O-])cc1
16	COc1cc(C(=O)Nc2cccc(-n3cnnn3)c2)cc(OC)c1OC
17	COc1ccc(CN(C)C[C@@H]2OCCCC[C@@H](C)Oc3ccc(NS(=O)(=O)c4c(C)noc4C)cc3C(=O)N([C@@H](C)CO)C[C@@H]2C)cc1
18	COC(=O)c1ccc2nc(C3CCCCC3)c(CC(C)(C)C)n2c1
19	COCCC(=O)N1CCCC(C(=O)c2ccc3c4c(cccc24)CC3)C1 (stereo not given)
20	O=C(Cc1ccccn1)N1CC(=O)N2[C@H](CO)[C@H](c3ccc(C#CC4CC4)cc3)[C@H]2C1
assay / entry	11	12	13	14	15	16	17	18	19	20
miR-122 sensor	-1	-9	0[16.7 µM]	-6[16.7 µM]	1	1	nt	0	nt	nt
EWS-Fli block	-39	-3	-2	13	-23	-2	-20	5	-8	7
GSIS activator	-12	6	-5	-8	nt	10	-9	-39	-4	7
PAX8 inh HTS	-32	0	nt	40	-13	-17	-6	10	24	-8
FN deposition inh	19	-6	6	-1	1	-15	nt	7	-10	nt
DENV2 CPE rescue	3	1	13	4	-4	4	-1	?	1	3
F508del corr	-2.7	-4.3	1.7	-1.6	nt	-0.3	-1.4	-4.0	0.9	0.5

21	Cc1ccc(NC(=O)C2(C)Cc3ccccc3C(=O)O2)cc1 (stereo not given)
22	CCn1c(SCC(=O)Nc2nnc(C)s2)nnc1C(C)NC(=O)c1ccccc1F (stereo not given)
23	CC(OC(=O)c1cccc(S(=O)(=O)N2CCOCC2)c1)C(=O)NCC1CCCCC1 (stereo not given)
24	Cc1cc2cc3c(=O)[nH]c(=O)nc-3n(CC(O)C(O)C(O)CO)c2cc1C (stereo not given)
25	C[C@@H]1CN([C@@H](C)CO)C(=O)c2cc(NS(=O)(=O)c3cccs3)ccc2O[C@H]1CN(C)C(=O)Nc1ccc(F)cc1
26	O=C(COC(=O)CNC(=O)c1ccco1)Nc1ncc(Cl)cc1Cl
27	O=C1CCCCc2sc(Br)c([N+](=O)[O-])c2N1
28	Cc1cc(C)c(C(=O)CSc2nnc(N)s2)cc1C
29	COc1ccc(-c2ccc3c(c2)[C@@H]2[C@@H](CCN2S(=O)(=O)c2ccc(OC)cc2)[C@H](CO)N3)cc1
30	O=C(C[C@H]1CC[C@@H]2[C@H](COC[C@@H](O)CN2C(=O)Nc2ccc(F)cc2)O1)NCc1ccncn1
assay / entry	21	22	23	24	25	26	27	28	29	30
miR-122 sensor	nt	-1	-5	-7	-2[16.7 µM]	nt	-13	nt	6[16.7 µM]	-2[16.7 µM]
EWS-Fli block	4	-6	-6	5	-8	10	-6	4	-4	1
GSIS activator	3	12	nt	6	12	2	23	7	5	-2
PAX8 inh HTS	10	13	-19	-11	nt	8	-6	-14	17	-8
FN deposition inh	2	6	-1	-6	14	-2	2	2	18	-4
DENV2 CPE rescue	-1	-3	-1	3	-5	-1	-7	0	-19	2
F508del corr	-5.1	-1.3	nt	-1.1	-0.2	-0.6	-1.1	0.1	4.3	0.6

31	CCN(C[C@H]1N[C@@](CC)(C(=O)OC)[C@H]2C(=O)N(C)C(=O)[C@@H]12)C(=O)Nc1ccc(OC)cc1
32	COCCNC(=O)C[C@H]1CC[C@@H](NC(=O)NC2CCCCC2)[C@H](CO)O1
33	COc1ccccc1-c1ccc2c(c1)C(C)(Cc1ccc(F)c(Cl)c1)C(=O)N2 (stereo not given)
34	Cc1cccc(S(=O)(=O)N2[C@@H]3CNC[C@H]2C3c2ccc(-c3cncnc3)cc2)c1 (stereo not given in full)
35	CCCn1c(SCCN2CCOCC2)nc2c1c(=O)n(C)c(=O)n2C
36	COc1ccc(S(=O)(=O)N2CCC[C@H]2C(=O)NCc2ccc(Cl)cc2)cc1
37	CN(C)C(CNC(=O)c1cccc(S(=O)(=O)Nc2ccc(SC(F)F)cc2)c1)c1ccccc1 (stereo not given)
38	CCOc1ccc(NCc2nnc(SCc3ccc(Cl)cc3)n2-c2ccccc2)cc1
39	COc1ccc(-c2ccc3c(c2)C2CC3CCN2C(=O)C(C)(C)C)cc1 (stereo not given)
40	CC(C)c1cc(C(F)(F)F)n2nc(C(=O)Nc3ccc(-n4cnnn4)cc3)cc2n1
assay / entry	31	32	33	34	35	36	37	38	39	40
miR-122 sensor	nt	nt	0	nt	-3	-4	2	5	0	-8
EWS-Fli block	-11	nt	4	0	0	9	-18	nt	14	-3
GSIS activator	26	12	-2	19	12	-63	-7	-24	-11	6
PAX8 inh HTS	-3	nt	25	nt	22	25	-21	2	-10	2
FN deposition inh	-2	nt	7	-10	5	8	2	8	-5	4
DENV2 CPE rescue	3	2	-4	-1	-4	nt	-5	nt	11	-3
F508del corr	2.8	-2.7	-0.1	4.5	-1.7	1.3	2.6	nt	0.1	-0.2

41	Cc1ccc(CNc2nc3cc(-c4ccccc4C)sc3c(=O)n2C)c(C)c1
42	CCOC(=O)CNNC(=O)Nc1ccc(Cl)c(Cl)c1
43	Cc1c(Cl)cccc1NC(=O)CCS(=O)(=O)c1cccc2nonc12
44	CC(C)CN(C(=O)CN1CCN(c2cccc(Cl)c2)CC1)c1c(N)n(CC(C)C)c(=O)[nH]c1=O
45	C[C@@H]1CCCCO[C@@H](CN(C)C(=O)CCCN(C)C)[C@@H](C)CN([C@H](C)CO)C(=O)c2cc(NS(C)(=O)=O)ccc2O1
46	CO[C@@H]1CN(C)C(=O)c2ccc(NS(=O)(=O)c3cn(C)cn3)cc2OC[C@@H](C)N(CCC(F)(F)F)C[C@@H]1C
47	C[C@H](CO)N1C[C@H](C)[C@H](CN(C)Cc2ccncc2)Oc2ccc(NC(=O)C3CCCCC3)cc2C1=O
48	Cc1ccc(-c2nnc(NC(=O)c3ccco3)s2)cc1
49	OC[C@@H]1CN(Cc2ccc(F)cc2)C[C@H](n2cnc3c(N4CCCC4)ncnc32)O1
50	CO[C@H]1CN(C)C(=O)c2cc(NC(C)=O)ccc2OC[C@H](C)N(Cc2cccc(F)c2)C[C@@H]1C
assay / entry	41	42	43	44	45	46	47	48	49	50
miR-122 sensor	-3	-19	-4	-6	4[16.7 µM]	nt	-6[16.7 µM]	-1	-7	nt
EWS-Fli block	10	nt	2	6	-1	1	4	-101	8	3
GSIS activator	3	-8	4	13	21	19	10	7	nt	7
PAX8 inh HTS	27	1	-16	5	-3	2	-15	-120	16	42
FN deposition inh	-1	5	3	13	nt	-11	nt	0	-5	-8
DENV2 CPE rescue	14	nt	-2	-8	-4	?	-12	11	-4	3
F508del corr	3.6	nt	0.6	0.6	1.5	-1.3	2.3	-1.0	0.2	-0.6

GSIS activator, entries above that show a hit.
no. | molecule | miR-122 sensor | GSIS activator | F508del corr
9 | CN(C)C(=O)c1ccc(-c2ccc([C@@H]3[C@@H](CO)N4C(=O)CN(C(=O)C5CC5)C[C@@H]34)cc2)cc1 | nt | 67* | -0.3

(cont.)
51	CCCOc1ccc(S(=O)(=O)n2cc(Br)c(=O)[nH]c2=O)cc1
52	N#C[C@H]1[C@H](c2ccc(-c3ccc(F)cc3)cc2)[C@H](CO)N1C(=O)Cc1ccccc1
53	O=C(CCN1CCCCC1)N[C@H]1CC[C@@H](CCn2cc(-c3ccccc3)nn2)O[C@@H]1CO
54	Cc1ccccc1C(=O)N(C)c1ccccc1C(=O)NCc1ccccc1
55	COC(=O)C=CSC(=S)C1CCCC1=N (stereo not given)
56	COc1ccc(CC(=O)NCC2CCCN(Cc3ccccc3OC)C2)cc1 (stereo not given)
57	Cc1ccc(NC(=O)CC2SC(=O)N(c3ccccc3)C2=O)cc1 (stereo not given)
58	O=C(COc1coc(CN2CCc3ccccc32)cc1=O)N1CCCCC1
59	COc1ccc2c3c([nH]c2c1)[C@@H](CO)N(Cc1ccccc1OC)CC31CN(S(=O)(=O)c2ccccc2)C1
60	Cc1ccc(C)c(-c2cc(C(=O)Nc3cccc(C(=O)O)c3)c3ccccc3n2)c1
61	CN(C)/C=N/c1nc2nccc(-c3ccc(F)cc3)n2n1
assay / entry	51	52	53	54	55	56	57	58	59	60	61
miR-122 sensor	nt	nt	nt	8	6	-2	1	nt	nt	nt	nt
EWS-Fli block	-5	6	9	-1	-5	-4	nt	6	-5	4	3
GSIS activator	3	-9	6	4	nt	-9	-1	-8	8	8	17
PAX8 inh HTS	nt	-8	-3	9	-27	8	-32	1	17	83*	-2
FN deposition inh	nt	3	nt	3	2	-2	0	-5	nt	4	3
DENV2 CPE rescue	-9	-6	0	?	11	14	nt	2	19	4	-2
F508del corr	0.1	-3.1	2.5	0.6	0.3	4.9	nt	2.3	0.1	-1.4	-1.1
